# High-throughput results deposited in PubChem BioAssay by Southern Research Specialized Biocontainment Screening Center.
# VEEV TC-83 Vero: inhibitors of VEEV TC-83 cytopathic effect, confirmation, Vero cells (AID 588727) | Vero cells, VEEV TC-83 cytopathic effect inhibition; higher % means a stronger effect | inhibition, % at 20 µM; hits with a dose series show IC50 in µM | 350,000 tested, 0.13% active; in the data active means a potency from the dose series; inconclusive means inhibition mostly from about 14% at the one dose, without a potency; inactive means the rest, 99 in 100 with inhibition below about 12%; further: strong numbers were not always called active
# PhoP GFP inhibition: PhoP regulon inhibitors, Salmonella typhi PhoP promoter GFP reporter, confirmatory (AID 1850). Salmonella Typhi PhoP-promoter GFP reporter, fluorescence, 4 h; higher % means a stronger effect. one-dose inhibition, % at 50 µM; IC50 in µM for titrated hits. 310,000 tested, 0.33% active; in the data active means a potency from the dose series; inconclusive means inhibition mostly from about 25% at the one dose, without a potency; inactive means the rest, 99 in 100 with inhibition below about 19%;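 further: 0% = induced wells with vehicle and 100% = uninduced wells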
# H1N1 NS1A inhibition: NS1A inhibition, H1N1 influenza, cell based functional assay (AID 504329); NS1A functional cell-based assay, percent inhibition; higher % means a stronger effect; 340,000 tested, 0.3% active; inhibition, % at 12.5 µM; hits with a dose series show IC50 in µM; in the data active means a potency from the dose series; inconclusive means inhibition above about 27% without an active follow-up result; further: strong numbers were not always called active
# tuberculosis growth: growth inhibition of non-replicating M. tuberculosis (AID 488890); Mycobacterium tuberculosis non-replicating, growth inhibition; higher % means a stronger effect; one-dose inhibition, % at 25 µM; IC50 in µM for titrated hits; 320,000 tested, 0.39% active; in the data active means a potency from the dose series; inconclusive means inhibition mostly from about 82% at the one dose, without a potency; inactive means the rest, 99 in 100 with inhibition below about 76%;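 further: plate controls were DMSO cells for no effect and high antibiotic wells for full effect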
# M. tuberculosis HTS: M. tuberculosis growth inhibition, HTS (AID 449762) | M. tuberculosis H37Rv growth inhibition, 7H9 media; higher % means a stronger effect | one-dose inhibition, % at 25 µM; IC50 in µM for titrated hits | 330,000 tested, 0.59% active; in the data active means a potency from the dose series; inconclusive means inhibition above about 70% without an active follow-up result;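 further: bacterial growth assessed after seven days of incubation; strong numbers were not always called active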
# VEEV TC-83 Vero 10K pilot screen: recorded beside VEEV TC-83 Vero, whose call it bears; inhibition, %; measured here: 10K pilot screen inhibition
# Starred values were filed as active, the others as inactive; i = inactive; ? = inconclusive; nt = not tested or not shown. This is a random part of the collection, and some 1.5% of all compounds hit somewhere here.
SMILES,VEEV TC-83 Vero,PhoP GFP inhibition,H1N1 NS1A inhibition,tuberculosis growth,M. tuberculosis HTS,others
Cc1ccc(SCC(=O)N2CCC(C(N)=O)CC2)cc1,0.1%,7%,7%,-16%,-14%,
O=C(c1ccc(Cl)cc1)N(Cc1ccc(Br)cc1)N1C(=O)CCC1=O,1.5%,9%,-9%,6%,-1%,
COc1cc(OC)c(C2C(C(=O)O)c3ccccc3C(=O)N2C)cc1OC (centres undefined),0.8%,-7%,1%,-10%,-11%,
CCCCSc1nc2c(=O)[nH][nH]c(=O)c2n1Cc1ccccc1,1.2%,-10%,5%,41%,10%,
CCOC(=O)N1CCN(S(=O)(=O)c2ccc(C)cc2)C1c1ccc(OC)cc1 (centres undefined),4.8%,5%,5%,17%,11%,
COc1ccc(N2CCC(CNC(=O)Nc3ccc(C)c(C)c3)C2)cc1 (centres undefined),3.1%,-9%,16%,2%,-4%,
CCOCCCNS(=O)(=O)c1ccc(-n2cnnn2)c(OC)c1,0.5%,22%,-7%,-8%,-11%,
Cc1ccc2[nH]c(-c3cccc(N)c3)cc2c1,5.3%,12%,12%,19%,-1%,
CCc1ccc(/C=N\n2cnnc2)cc1,1.1%,8%,-18%,13%,4%,
CCCCN(C(=O)Cc1ccc(S(=O)(=O)N2CCOCC2)s1)c1c(N)n(CCCC)c(=O)[nH]c1=O,7.6%,11%,-3%,4%,-11%,
Cc1c(NC(=S)SCc2ccccc2)c(=O)n(-c2ccccc2)n1C,7.4%,0%,-6%,41%,2%,
Cc1ccc2oc(C(=O)N3CCN(c4cccc(C)n4)CC3)c(C)c2c1,i,0%,-1%,36%,7%,

# Of the compounds above, these contain two or more sulfur atoms.
SMILES,VEEV TC-83 Vero,PhoP GFP inhibition,H1N1 NS1A inhibition,tuberculosis growth,M. tuberculosis HTS,others
CCCCN(C(=O)Cc1ccc(S(=O)(=O)N2CCOCC2)s1)c1c(N)n(CCCC)c(=O)[nH]c1=O,7.6%,11%,-3%,4%,-11%,
Cc1c(NC(=S)SCc2ccccc2)c(=O)n(-c2ccccc2)n1C,7.4%,0%,-6%,41%,2%,

# Filtered by structure, the entries above with an aryl thioether with sulfur outside any ring.
SMILES,VEEV TC-83 Vero,PhoP GFP inhibition,H1N1 NS1A inhibition,tuberculosis growth,M. tuberculosis HTS,others
Cc1ccc(SCC(=O)N2CCC(C(N)=O)CC2)cc1,0.1%,7%,7%,-16%,-14%,
CCCCSc1nc2c(=O)[nH][nH]c(=O)c2n1Cc1ccccc1,1.2%,-10%,5%,41%,10%,

# (cont.)
SMILES,VEEV TC-83 Vero,PhoP GFP inhibition,H1N1 NS1A inhibition,tuberculosis growth,M. tuberculosis HTS,others
Cc1noc(C)c1NC(=O)N(C)C[C@H]1Oc2ccc(NS(=O)(=O)c3c(C)noc3C)cc2C(=O)N([C@H](C)CO)C[C@@H]1C,7.3%,nt,-6%,0%,4%,
Cc1sc2nc(C(C)Sc3n[nH]c(N)n3)[nH]c(=O)c2c1C (centres undefined),nt,2%,nt,24%,-1%,
CCn1c(SCC(=O)NC2CCCC2)nnc1-c1cccnc1,1.2%,5%,-7%,-4%,2%,
COc1ccc(CC(=O)NCc2nnc(SCc3ccc([N+](=O)[O-])cc3)n2C)cc1,1.0%,2%,2%,5%,-5%,
O=C1CC(Nc2ccc(N3CCOCC3)cc2)C(=O)N1C1CCCCC1 (centres undefined),1.3%,-8%,7%,34%,26%,
O=C(NCCc1ccccc1)C1CCC(CNc2c(N3CCCCC3)c(=O)c2=O)CC1 (centres undefined),0.8%,-16%,4%,nt,-5%,
COc1ccc(C(=O)C2CCCN(Cc3ccc4nonc4c3)C2)cc1F (centres undefined),1.0%,-7%,5%,?,25%,
Cc1ccc(NC(=O)CN(C)C(=O)C(Sc2ccccc2)c2ccccc2)cc1 (centres undefined),9.4%,nt,-4%,35%,-1%,
Cc1ncc(CO)c(/C=N/NC(=O)c2ccc(Br)cc2)c1O,nt,?,nt,-48%,4%,
Cc1ccc(S(=O)(=O)NC2=NCN(C(C)C)CN2)cc1,1.9%,8%,-6%,-4%,1%,
CSc1nc(Cl)cc(N2CCOCC2)n1,0.9%,10%,2%,-4%,-5%,
COCCCNC(=O)c1cc(C)nn1-c1ccccc1,1.0%,5%,-11%,1%,-14%,
N#CCC(=O)Nc1ccc(C(=O)NNC(=O)CCN2CCN(c3ccccc3)CC2)cc1,1.5%,nt,-9%,4%,-2%,
COCC1CCCCN1Cc1cn(-c2ccccc2)nc1-c1ccc2c(c1)OCO2 (centres undefined),0.8%,9%,-1%,nt,1%,
Cc1ccc(CN2CCN(CC(=O)N3CCc4ccccc4C3)C2=O)cc1,nt,-8%,nt,11%,-4%,
Cc1nc2cc(-c3ccc(F)cc3)[nH]n2c(=O)c1C,0.7%,2%,-24%,50%,5%,
O=C(COC(=O)CCS(=O)(=O)c1ccc(F)cc1)NC1CCCCC1,1.4%,nt,-1%,2%,-9%,
O=C(CCCN1C(=O)c2ccccc2C1=O)NC1=NCCS1,6.3%,nt,-3%,nt,nt,
CCOC(=O)c1c(C)[nH]c(C)c1C(=O)CSc1nncs1,0.5%,1%,-9%,-5%,0%,
O=C(Nc1cccc(-c2nc3ccccc3c(=O)o2)c1)c1ccccc1,5.0%,-15%,11%,nt,?,VEEV TC-83 Vero 10K pilot screen=1.2
CCOC(=O)C1(C)NC(c2cccs2)C2C(=O)N(c3ccc(C)cc3)C(=O)C21 (centres undefined),0.1%,-7%,2%,-10%,-7%,
CC(Oc1ccccc1)C(=O)Nc1ccc(S(=O)(=O)N2CCN(C)CC2)cc1 (centres undefined),1.2%,1%,-2%,-2%,-6%,
Cc1ccc(-n2cnc3c(sc4nccc(N(C)C)c43)c2=O)cc1,9.0%,-6%,-6%,17%,-5%,
COc1ccc(CNC(=O)CNC(=O)c2cccs2)c(OC)c1,5.7%,4%,2%,-6%,5%,
COc1ccc(OCCCC(=O)OCC(=O)Nc2sccc2C(N)=O)cc1,2.9%,2%,-4%,26%,13%,
CCOc1cc(/C=C2\C(=O)N(CCc3ccc(OC)c(OC)c3)C(C)=C2C(=O)OC)ccc1O,6.6%,-3%,6%,17%,3%,
COC(=O)c1ccc(C2NC(=O)c3c(sc(C)c3C)N2)cc1 (centres undefined),i,-17%,11%,-4%,10%,
COC(=O)c1ccc(NC(=O)C(=O)N2CCN(C(=S)Nc3cccc(C)c3C)CC2)cc1,0.3%,1%,0%,4%,6%,
Cc1cc(C)n2nc(SCC(=O)NC3CCCCC3C)nc2n1 (centres undefined),3.9%,3%,3%,-1%,-3%,
Cc1nc2ccccc2c(=O)n1-c1cccc([N+](=O)[O-])c1,1.1%,-2%,-5%,1%,-7%,
C/C(CC1CC(C)(C)OC1=O)=N\NC(N)=S (centres undefined),1.5%,0%,nt,6%,0%,
CC(C)Cc1nnc(NC(=O)CS(=O)(=O)Cc2ccccc2)s1,1.6%,0%,-2%,-17%,7%,VEEV TC-83 Vero 10K pilot screen=1.5
O=C(COC(=O)[C@@H]1CC(O)CN1S(=O)(=O)c1ccc(Cl)c(Cl)c1)NC(=O)NCc1ccccc1 (some centres undefined),0.7%,nt,-13%,-18%,4%,
CC(C)(C)NC(=O)C(OC(=O)c1cccs1)c1ccc(F)cc1 (centres undefined),i,4%,-10%,9%,-7%,
O=C(O)CSCC(=O)Nc1cccc2ccccc12,0.8%,5%,-3%,2%,7%,
COc1ccccc1CNc1nc(SC)ncc1CO,i,-9%,-1%,9%,1%,
Cc1cc(C(F)(F)F)c2c(N)c(C(=O)Nc3cc(C)on3)sc2n1,1.1%,-5%,9%,-1%,-1%,
O=C(CCCn1c(=O)[nH]c2cc(Cl)ccc2c1=O)NCCCN1CCCC1=O,0.9%,12%,-2%,-11%,2%,
O=S(=O)(c1ccccc1)N(C1=NCCS1)S(=O)(=O)c1ccccc1,i,2%,-10%,1%,0%,
CCOC(=O)c1nnn(CC(=O)N2N=C(c3cc(C)ccc3C)CC2c2ccc(OC)cc2)c1C(=O)OCC (centres undefined),1.7%,1%,-7%,13%,15%,
Cc1oc(C(=O)O)cc1COc1ccc2c(C)cc(=O)oc2c1,0.1%,-14%,8%,-10%,2%,
Cn1c(=S)[nH]c2ccccc21,1.7%,8%,-2%,1%,-11%,
Cn1c(SCC(=O)NCc2ccccc2)nnc1-c1ccc(NC(=O)CCc2ccccc2)cc1,3.8%,2%,-14%,13%,-4%,
CC1(c2ccc3ccccc3c2)NC(=O)N(CC(=O)Nc2cccc(S(=O)(=O)N3CCOCC3)c2)C1=O (centres undefined),5.3%,-1%,3%,3%,0%,
O=C(NCCOc1ccccc1)c1ccccc1[N+](=O)[O-],1.1%,4%,1%,1%,-2%,
Cc1cccc(CN2CCC(N3CC(C)OC(C)C3)CC2)c1 (centres undefined),i,-6%,-21%,3%,-4%,
O=C(NCC1CCCCC1)c1ccc([N+](=O)[O-])cc1,0.5%,-4%,4%,0.61µM*,5%,
CCOc1ccc(OCCC(=O)OCC(=O)NC2CCCC2)cc1,0.5%,nt,-13%,68%,4%,
Cc1nc2c(-c3ccccc3)c(C)[nH]n2c(=O)c1Cl,0.8%,7%,2%,?,?,
O=C(NC(=O)c1ccc(F)cc1F)Nc1ccc(Cl)cc1,2.7%,-5%,0%,-13%,4%,
O=C(c1ccc(O)cc1)c1ccc(Cl)cc1,2.6%,4%,-10%,37%,66%,
Cc1cc(C)cc(OCC(=O)Nc2ccc(N3CCCCC3)cc2)c1,4.4%,3%,13%,14%,13%,
CNS(=O)(=O)c1cn(CC(=O)NCc2cccc(OC)c2)cc1S(=O)(=O)NC,0.5%,11%,-2%,5%,4%,
COc1cc(NC(=O)c2ccccn2)cc(OC)c1OC,1.3%,-10%,-9%,5%,0%,
COCCN(CC1CCCN(C2Cc3ccccc3C2)C1)C(=O)CCC(N)=O (centres undefined),0.2%,-4%,18%,12%,9%,
O=[N+]([O-])c1ccc(Cl)c(S(=O)(=O)Nc2ccc(-c3ccc(N4CCOCC4)nn3)cc2)c1,3.7%,0%,2%,10%,3%,
COCCNC(=O)c1ccc(Cl)c(S(=O)(=O)Nc2cccc(C)c2C)c1,2.5%,-3%,-8%,6%,7%,
Cc1nc(SCC(=O)NC2(C#N)CCCC2)n(CC(C)C)c1C,5.6%,nt,-10%,nt,nt,
C=CCN=C1S/C(=C/c2ccc([N+](=O)[O-])cc2)C(=O)N1CC=C,i,-4%,5%,0%,3%,
COCCn1c(C)c(C)c(S(=O)(=O)c2ccccc2)c1N,i,-20%,-10%,-8%,1%,

# Additional compounds
SMILES,VEEV TC-83 Vero,PhoP GFP inhibition,H1N1 NS1A inhibition,tuberculosis growth,M. tuberculosis HTS,others
O=C(COc1ccc(Cl)cc1)NCc1ccc(F)cc1,i,-9%,-1%,31%,10%,
CCCCc1cc(=O)oc2c(CN(C)C)c(O)ccc12,i,-5%,-144%,-7%,-2%,VEEV TC-83 Vero 10K pilot screen=0.0
Cc1noc(C)c1COc1ccc(C(=O)N2CCCC(C(F)(F)F)C2)cc1 (centres undefined),0.7%,-6%,-1%,-9%,-13%,
C=CCSc1nc(-c2ccccc2)c(C#N)c(=O)[nH]1,3.0%,-15%,7%,41%,-2%,
Cc1ccc(NC(=O)COC(=O)Cn2ccc(=O)[nH]c2=O)cc1C,4.8%,nt,-15%,-6%,-8%,
CCc1c(C(=O)N/N=C/c2ccsc2)csc1C,1.2%,14%,-7%,24%,2%,
Cc1ccc(-c2csc3ncnc(NS(=O)(=O)c4ccc(Cl)cc4)c23)cc1,0.9%,-5%,-1%,60%,7%,
Cc1ccc(S(=O)(=O)NCCC(=O)Nc2ccc(C)cc2C(=O)c2ccccc2)cc1,i,-9%,-4%,16%,-1%,
COCCN(CCOC)C(=O)Nc1ccc(Cl)cc1,0.2%,-12%,10%,-13%,4%,
COc1cc2cncc(Cc3ccc(Cl)cc3)c2cc1OC,1.3%,nt,-20%,65%,?,
COc1cccc(OC)c1C(=O)OCC(=O)NCCCc1ccccc1,0.3%,1%,-3%,10%,-5%,
Cc1ccc(OCC(=O)Nc2ccc(CN3CCOCC3)cc2)cc1C,0.1%,-14%,-1%,40%,4%,
O=C(NCc1ccco1)c1ccc(-c2ccccc2Cl)o1,1.1%,3%,-1%,57%,-2%,
O=C(N/N=C/c1ccc(O)c(O)c1)N/N=C/c1ccc(O)c(O)c1,i,9%,5%,4%,1%,
CCOC(=O)N1CCN(C(=O)c2cn(CC(C)C)c(=O)c3c2c2ccccc2n3C)CC1,1.0%,-5%,-4%,nt,nt,
C=CCn1c(-c2cc(-c3ccccc3)sc2N)n[nH]c1=S,5.4%,-5%,nt,-5%,3%,
